NR2E3 ag-1 – human photoreceptor-specific nuclear receptor agonism. inhibition of corepressor binding, % at 3.98 µM. CHO-S Gal4-NCOR/VP16-NR2E3 two-hybrid, luciferase. hit rate 0.35% among 360,000. AID 602229;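 active = inhibition above the mean of all tested compounds plus 3 SD, cut at about 70% in these data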;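 also: 0% = DMSO with NR2E3 transfected cells and 100% = cells lacking NR2E3 construct; higher means lower luciferase signal from less NR2E3 corepressor binding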
Target sequence (Q9Y5X4 whole entry, looked up, the tested form may be a part): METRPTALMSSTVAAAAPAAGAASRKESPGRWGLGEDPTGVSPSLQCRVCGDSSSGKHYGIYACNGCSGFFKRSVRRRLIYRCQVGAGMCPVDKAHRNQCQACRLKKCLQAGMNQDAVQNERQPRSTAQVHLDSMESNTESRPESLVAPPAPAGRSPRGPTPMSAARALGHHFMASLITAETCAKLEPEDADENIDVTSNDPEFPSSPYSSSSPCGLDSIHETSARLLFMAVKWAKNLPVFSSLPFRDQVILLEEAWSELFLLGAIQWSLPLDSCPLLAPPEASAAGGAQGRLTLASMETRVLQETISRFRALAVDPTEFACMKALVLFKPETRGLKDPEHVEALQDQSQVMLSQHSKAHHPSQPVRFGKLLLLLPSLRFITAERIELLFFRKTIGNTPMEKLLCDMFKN
KKLEB cytotox – reduces viability of KKLEB cystic fibrosis airway cells. KKLEB CF airway cells viability, ATPlite luminescence, overnight; hits give low values; cells stimulated with P. aeruginosa culture filtrate. activity change (cytotoxicity), % at 5 µM. hit rate 0.36% among 360,000. AID 602141;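 active = corrected activity change at or below -50% at 5 µM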
MITF TRPM1 inh – reduces MITF-dependent TRPM1 promoter luciferase signal. inhibition, % at 12.5 µM. hit rate 0.83% among 330,000. SK-MEL-5 TRPM1 promoter luciferase, 24 h. AID 488899;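 active = mean inhibition across replicates of 60% or more, whatever share of single replicates reaches that level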; also: values of inactives mirror those of a sister screen read the other way
CF NFkB inh – blocks PAF-induced NF-kB reporter in cystic fibrosis cells; KKLEB NF-kB-GFP reporter, GFP fluorescence overnight; hit rate 0.86% among 360,000; inhibition, % at 5 µM;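 active = at least 50% inhibition at 5 µM, scaled per plate between neutral and stimulator controls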;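 also: PAF is a Pseudomonas aeruginosa culture filtrate used as stimulus; plate controls were PAF-stimulated DMSO wells for no effect and unstimulated DMSO wells for full effect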
Peg3 promoter – inhibitors of Peg3 promoter; hit rate 1.7% among 360,000; HeLa PEG-Prom luciferase reporter, luminescence, overnight; inhibition, % at 20 µM; AID 588405;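 active = inhibition of at least 50% at 20 µM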
hiPSC survival – enhancers of human iPSC single-cell survival; hiPSC single-cell survival, ATPlite luminescence; 100% = ROCK inhibitor wells, 0% = DMSO; survival enhancement, % at 20 µM; hit rate 0.044% among 360,000; AID 602274; in the data active = survival enhancement above about 18%;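 also: cells exposed to compounds for 16 hours before the ATP read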
NR2E3 ag-2 – agonists of human nuclear receptor NR2E3; AID 2300; GST-NR2E3/biotin-RetCOR TR-FRET, 1536-well; inhibition of corepressor binding, % at 4.78 µM; hit rate 0.12% among 320,000; Q9Y5X4;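 active = percent inhibition above the cutoff of mean plus 3 SD of all tested compounds, set per screening campaign, cut at about 20% in these data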;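 also: 0% = DMSO wells and 100% = biotin wells as full block of FRET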
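Format: 1536-well format; test system: GST-NR2E3 and biotin-RetCOR proteins; read-out basis: percent inhibition of TR-FRET ratio; timing: 5 h incubation at 4 °C; detection: time-resolved FRET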
HIF-2a inh – blocks HIF-2a reporter activity. 786-0 RCC cells HIF-2a reporter, luciferase luminescence, overnight. inhibition, % at 18.8 µM. hit rate 0.72% among 360,000. AID 624352;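 active = inhibition of the luminescence signal of 40% or more relative to plate controls, in a single-dose primary screen at 18.75 µM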
Shn3 3UTR inh – Schnurri-3 reporter inhibition in Clone20 osteoblasts. Clone20 osteoblast Shn3 3'UTR firefly luciferase, 24 h. inhibition, % at 12.5 µM. hit rate 0.52% among 360,000;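 active = mean inhibition of at least 75% with every replicate also reaching 75%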;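 also: 0% = median of neutral control wells and 100% = pilot-screen positive control compound; some compounds past the cut are filed as inactive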
aDG glyco act – alpha-DG glycosylation activation | Pro5-aDG cells, alpha-DG glycosylation AlphaScreen (IIH6); 0% Pro5, 100% B10-LARGE cell signal | activation, % at 10 µM | hit rate 0.22% among 360,000;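 active = activation of at least 8% versus controls, or a plate z-score of at least 8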;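 also: Pro5 are CHO cells carrying HIG-tagged alpha-DG that lacks glycosylation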
TWEAK Fn14 block – inhibitors of TWEAK-Fn14 interaction signaling. TWEAK-stimulated Fn14 reporter cells, luciferase luminescence, 8 h. inhibition, % at 10 µM. hit rate 2% among 360,000; in the data active = inhibition above about 50%
* hit, by the source's call; x = no result given.

SMILES | NR2E3 ag-1 | KKLEB cytotox | MITF TRPM1 inh | CF NFkB inh | Peg3 promoter | hiPSC survival | NR2E3 ag-2 | HIF-2a inh | Shn3 3UTR inh | aDG glyco act | TWEAK Fn14 block
CN(CC(=O)Nc1cc(Cl)ccc1Cl)C1CCS(=O)(=O)C1 (centres undefined) | 15 | 14 | -4 | -16 | -12 | 0.8 | 4 | -4 | -23 | 0.0 | 3
Cc1c(NC(=O)CSc2ncnc3c2cnn3-c2ccccc2)c(=O)n(-c2ccccc2)n1C | 5 | 4 | 6 | 5 | 4 | 0.1 | 1 | -3 | 4 | 0.0 | -1
O=C(N/N=C/c1cccs1)c1cccnc1 | -36 | -9 | -14 | 1 | 1 | -0.1 | 2 | -9 | 8 | 0.1 | 4
COc1ccc(CC(N)c2csc(NC(=O)c3cc(C(C)(C)C)nn3Cc3ccccc3)n2)cc1 (centres undefined) | 10 | -52* | x | 58* | 100* | -4.2 | x | 22 | 94* | -0.6 | 24
Cc1ccc(C2N(c3cccc(Cl)c3)C(=O)N3CCCN23)cc1 (centres undefined) | -3 | 8 | 2 | -5 | 24 | 2.1 | 2 | 15 | -3 | 0.0 | -16
O=C(NNc1nc(-c2ccc(Br)cc2)cs1)c1ccco1 | -27 | -15 | -31 | 14 | -123 | -1.0 | -5 | -212 | -24 | -0.5 | -18
CCOC(=O)c1ccccc1NC(=O)c1ccc2c(SCC(=O)O)c3c(nc2c1)CCCC3 | -12 | -10 | 2 | 16 | 29 | 0.0 | 5 | 4 | -3 | -0.3 | -5
COc1ccccc1N(CC(=O)NC1CCCC1)C(=O)C1(C)CC(=O)N=C2C=CC(C)=CN21 (centres undefined) | -32 | -16 | 6 | 2 | -5 | 1.2 | 4 | 8 | -13 | 0.1 | 20
CCNC(=O)C1(C)CCN(C(=O)c2cc(C)oc2C)C1 (centres undefined) | -15 | 2 | x | -17 | -8 | -0.1 | x | 5 | 3 | -0.1 | 9
C[C@H]1CCC(=O)N([C@H](CSc2ccccc2)Cc2ccccc2)CC1 | 0 | -12 | -1 | -9 | 9 | -0.7 | 2 | -10 | 14 | 0.1 | -4
Cc1onc(-c2ccccc2Cl)c1C(=O)O/N=C(\N)c1ccccc1 | -17 | 10 | 1 | -9 | 37 | -0.2 | 3 | 10 | 17 | 0.2 | 7
COc1ccc(Nc2nc(Cl)nc(Nc3ccc(OC)cc3)n2)cc1 | -9 | -5 | -6 | -10 | 15 | -0.9 | -1 | 4 | -1 | 0.2 | 10
CCOc1cc(/C=N/NC(=O)CNc2ccc(C)cc2)ccc1OC(=O)c1ccccc1 | -42 | -1 | -1 | -11 | -36 | -2.6 | -1 | -45 | -1 | -0.1 | -17
CC(=O)Nc1ccc(C(=O)NCCc2ccccc2)cc1 | -73 | -11 | -45 | 4 | -147 | 3.0 | -1 | -147 | -34 | 0.2 | -21
C=CCNC(=O)c1cc2cc(Cl)ccc2nc1N | -1 | x | x | x | x | -0.3 | x | 7 | x | -0.2 | 4
COc1ccc(N2CCN(c3ccc(N4C(=O)COCC4=O)cc3[N+](=O)[O-])CC2)cc1 | 10 | -1 | 27 | -4 | -7 | -0.4 | -1 | 7 | 61 | 0.5 | 17
O=C(/C=C/c1ccccc1Cl)Nc1cccc(O)c1 | -29 | 7 | -39 | -50 | -241 | -4.2 | -1 | -190 | -80 | 0.8 | 31
O=C(O)CCCCCNC(=O)Cn1nnc2ccccc2c1=O | -10 | -3 | -6 | 12 | -3 | -0.6 | 0 | -7 | -1 | 0.1 | 9
C=CCc1c(C)nc(-c2ccccc2)nc1N/N=C/c1ccncc1 | 12 | 0 | -93 | 8 | -72 | -0.8 | -1 | -56 | -16 | 1.0 | -10
O=S(=O)(CCN1CCSCC1)c1ccccc1 | -13 | -14 | 2 | -2 | 3 | 1.6 | 0 | 6 | -1 | 0.1 | 2
CCCOc1ccc(CSc2nc3ccccc3[nH]2)cc1 | 74* | -14 | -33 | -6 | -229 | -2.5 | 5 | -263 | 40 | 4.4* | 34
COc1cc(S(=O)(=O)NCc2ccc3c(c2)OCO3)c(OC)cc1C | -5 | -3 | 8 | -1 | 5 | -0.7 | 7 | 8 | 5 | 0.1 | 3
COc1ccc(N2CCN(CC(=O)NCc3ccc(Cl)cc3)CC2)cc1 | -7 | -1 | 19 | -11 | 20 | 0.1 | 3 | 11 | 2 | 0.2 | 1
O=C(COc1ccccc1)NNC(=O)c1ccc(Cl)cc1 | 0 | 10 | -16 | 0 | -12 | -0.4 | 2 | -14 | -44 | -0.1 | -2
N/C(Cc1ccc(Cl)cc1)=N\OC(=O)C1CCCCC1 | 9 | 6 | -21 | 13 | -36 | 0.7 | 2 | -107 | -41 | 0.0 | -10
COc1ccc(NS(=O)(=O)N2CCCCC2)cc1 | 20 | 2 | 2 | 3 | 9 | 8.6 | x | -4 | -2 | 0.1 | 1
O=C(O)COc1ccc(/C=C2\SC(=Nc3ccccc3)N(c3ccccc3)C2=O)cc1 | -42 | 8 | 0 | 2 | -2 | 1.6 | 1 | 15 | 2 | -0.4 | -6
CC(C)CCNC(=O)C(c1ccncc1)N(Cc1cccs1)C(=O)Cn1nnc(-c2ccc(F)cc2)n1 (centres undefined) | 5 | -39 | 76* | 15 | 12 | -4.5 | -3 | 22 | 48 | 0.5 | -3
Cc1cc(C2(O)C(=O)Nc3ccccc32)ccc1F (centres undefined) | -74 | 2 | -6 | -4 | 13 | 0.5 | 7 | 22 | -13 | 0.1 | 8
Cc1ccc(S(=O)(=O)NC(=O)C2(C)CCN2C(=O)C2CC2)cc1 (centres undefined) | -9 | 0 | x | -6 | 0 | 6.1 | x | 12 | -14 | -0.2 | -7
O=C(c1cc(S(=O)(=O)N2CCOCC2)c(Cl)cc1Cl)N1CCCCC1CO (centres undefined) | 28 | 2 | 6 | 17 | 8 | -0.8 | -3 | 14 | 51 | 0.2 | 5
Cc1ccc(OCCCCn2cnc3ccccc32)cc1 | -14 | -7 | 6 | 11 | -35 | -0.2 | 2 | -59 | 21 | 1.0 | 10
COc1ccc(OCCCC(=O)Nc2nncs2)cc1 | -1 | 2 | -11 | 2 | -16 | -0.2 | 3 | -1 | 11 | -0.1 | -2
Cc1ccc(-c2nc(NCc3cccnc3)c3ccccc3n2)cc1 | -25 | -1 | 7 | -34 | -17 | -0.9 | -2 | -87 | -30 | 0.3 | 0
CS(=O)(=O)N(CC(=O)Nc1ccccc1C(=O)N1CCOCC1)c1ccc2c(c1)OCO2 | -3 | 4 | 1 | -1 | 5 | -0.5 | -2 | 4 | -12 | 0.1 | -4
CC(C)(C)[C@@H]1COC(=O)[C@H](Cc2ccc(F)cc2)C/C=C\C[C@@H](CC(=O)NCCO)C(=O)N1 | -7 | 11 | 1 | -1 | -4 | 1.0 | x | 1 | -13 | -0.3 | 1
CN(C(=O)C(C)(C)C)C1c2c(ccc3ccccc23)OCC1CO (centres undefined) | -28 | -5 | 0 | -3 | 9 | 0.0 | x | 15 | 20 | 0.0 | 4
Cc1nc(NC(=O)c2ccccc2)sc1C1(C)CC(c2ccccc2F)=NO1 (centres undefined) | -64 | -2 | -17 | -14 | -52 | -1.1 | 2 | -133 | -11 | -0.3 | -23
CCOC(=O)N1CCN(C(=O)CN(C2CCCCC2)S(=O)(=O)c2ccc(C)cc2)CC1 | -2 | -21 | 2 | -1 | -9 | 0.2 | -1 | 8 | 25 | -0.1 | 0
COc1cccc(C(=O)NCCSCc2ccccc2Cl)c1 | -16 | 0 | -6 | -2 | -78 | 0.3 | -1 | -107 | -10 | 0.0 | -9
Cc1cc(CNC(=O)CCc2nnc(CCCc3ccccc3)o2)nn1C | -81 | 6 | -27 | -8 | -80 | 0.9 | 7 | -133 | -49 | 0.2 | 2
O=C(Nc1cc(S(=O)(=O)N2CCCCC2)ccc1N1CCCCC1)c1ccncc1 | -9 | 2 | 3 | -5 | 9 | -0.6 | -2 | 23 | 17 | -0.1 | -3
COc1cc2c(cc1OC)C(c1ccccc1)N(S(C)(=O)=O)CC2 (centres undefined) | -3 | 18 | 3 | -11 | -4 | 2.9 | 0 | 10 | -9 | 0.5 | -18
CCCOc1ccc(/C=N/O)cc1 | -7 | 5 | -22 | -12 | -43 | -1.8 | -4 | -58 | 7 | -0.1 | -10
NS(=O)(=O)c1ccc(CCNC(=O)CCC2COc3ccccc3O2)cc1 (centres undefined) | -1 | 3 | -9 | 3 | 15 | 1.4 | 4 | 18 | 3 | 0.1 | 3
O=[N+]([O-])c1ccc(OCC(O)CN2CCN(c3ccccc3F)CC2)cc1 (centres undefined) | -2 | 6 | -14 | -10 | 14 | -0.6 | 4 | 21 | -67 | -0.1 | 2

Quoted at random: two records from the list.
SMILES | NR2E3 ag-1 | KKLEB cytotox | MITF TRPM1 inh | CF NFkB inh | Peg3 promoter | hiPSC survival | NR2E3 ag-2 | HIF-2a inh | Shn3 3UTR inh | aDG glyco act | TWEAK Fn14 block
NS(=O)(=O)c1ccc(CCNC(=O)CCC2COc3ccccc3O2)cc1 (centres undefined) | -1 | 3 | -9 | 3 | 15 | 1.4 | 4 | 18 | 3 | 0.1 | 3
CC(C)(C)[C@@H]1COC(=O)[C@H](Cc2ccc(F)cc2)C/C=C\C[C@@H](CC(=O)NCCO)C(=O)N1 | -7 | 11 | 1 | -1 | -4 | 1.0 | x | 1 | -13 | -0.3 | 1

Sorted by length of the SMILES (smallest number first): nine of the compounds above.
SMILES | NR2E3 ag-1 | KKLEB cytotox | MITF TRPM1 inh | CF NFkB inh | Peg3 promoter | hiPSC survival | NR2E3 ag-2 | HIF-2a inh | Shn3 3UTR inh | aDG glyco act | TWEAK Fn14 block
CCCOc1ccc(/C=N/O)cc1 | -7 | 5 | -22 | -12 | -43 | -1.8 | -4 | -58 | 7 | -0.1 | -10
Cc1cc(C2(O)C(=O)Nc3ccccc32)ccc1F (centres undefined) | -74 | 2 | -6 | -4 | 13 | 0.5 | 7 | 22 | -13 | 0.1 | 8
O=C(O)CCCCCNC(=O)Cn1nnc2ccccc2c1=O | -10 | -3 | -6 | 12 | -3 | -0.6 | 0 | -7 | -1 | 0.1 | 9
COc1ccc(N2CCN(CC(=O)NCc3ccc(Cl)cc3)CC2)cc1 | -7 | -1 | 19 | -11 | 20 | 0.1 | 3 | 11 | 2 | 0.2 | 1
O=C(c1cc(S(=O)(=O)N2CCOCC2)c(Cl)cc1Cl)N1CCCCC1CO (centres undefined) | 28 | 2 | 6 | 17 | 8 | -0.8 | -3 | 14 | 51 | 0.2 | 5
O=C(Nc1cc(S(=O)(=O)N2CCCCC2)ccc1N1CCCCC1)c1ccncc1 | -9 | 2 | 3 | -5 | 9 | -0.6 | -2 | 23 | 17 | -0.1 | -3
CCOc1cc(/C=N/NC(=O)CNc2ccc(C)cc2)ccc1OC(=O)c1ccccc1 | -42 | -1 | -1 | -11 | -36 | -2.6 | -1 | -45 | -1 | -0.1 | -17
CCOC(=O)N1CCN(C(=O)CN(C2CCCCC2)S(=O)(=O)c2ccc(C)cc2)CC1 | -2 | -21 | 2 | -1 | -9 | 0.2 | -1 | 8 | 25 | -0.1 | 0
Cc1c(NC(=O)CSc2ncnc3c2cnn3-c2ccccc2)c(=O)n(-c2ccccc2)n1C | 5 | 4 | 6 | 5 | 4 | 0.1 | 1 | -3 | 4 | 0.0 | -1

Source: PubChem
